BRCA1 expr act: activators of BRCA1 expression. AID 624202. hit rate 1.1% among 380,000. Potency, µM (series often up to 46.1 µM), without a hit: at the top dose activation, most hits filed as activators. MCF7-BRCA1-FFLuc reporter, luminescence, 48 h; response scale: scaled: vehicle 0%, 10 µM genistein 100%; further: potency means the concentration at half of the fitted maximal effect; nearly all actives have a fitted effect of over 80% in size; some results filed as inactive show a strong effect at the top dose
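Cells: MCF7-BRCA1-FFLuc, 2000/well. Exposure: 48 h, 37 °C, 5% CO2. Read: luminescence, 15 min post-substrate. Controls: genistein 10 microM (maximal activation), DMSO (neutral).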
Tb PFK inh: inhibitors of T. brucei phosphofructokinase; T. brucei PFK, ADP-Glo luminescence; Potency, µM (highest dose often 57.5 µM), for the others: at the highest dose activity, negative = inhibition, hits mostly inhibitors; hit rate 0.17% among 330,000; AID 485367;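 further: potency means the concentration at half of the fitted maximal effect; 0% = uninhibited 1x PFK enzyme wells and -100% = no-enzyme wells; nearly all actives have a fitted effect of over 60% in size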
Target sequence (O15648 whole entry, looked up): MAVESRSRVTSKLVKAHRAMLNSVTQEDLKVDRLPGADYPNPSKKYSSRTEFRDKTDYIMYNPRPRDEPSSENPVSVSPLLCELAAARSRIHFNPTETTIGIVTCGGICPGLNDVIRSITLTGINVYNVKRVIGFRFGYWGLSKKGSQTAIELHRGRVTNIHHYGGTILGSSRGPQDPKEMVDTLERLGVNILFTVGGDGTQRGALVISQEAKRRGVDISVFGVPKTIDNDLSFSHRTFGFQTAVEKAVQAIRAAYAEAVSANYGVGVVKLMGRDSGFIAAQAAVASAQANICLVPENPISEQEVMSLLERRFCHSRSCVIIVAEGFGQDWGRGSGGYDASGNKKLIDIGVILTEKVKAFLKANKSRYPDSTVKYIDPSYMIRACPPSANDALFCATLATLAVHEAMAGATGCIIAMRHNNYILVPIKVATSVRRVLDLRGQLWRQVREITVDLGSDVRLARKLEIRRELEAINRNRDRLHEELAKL
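1.25 nM PFK with 0.5 mM F6P and 0.1 mM ATP in 0.1 M TEA pH 8.0, 5 mM MgCl2, incubated 45 min at room temperature; ADP measured by ADP-Glo luminescence; compounds titrated up to 57 uM.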
FLuc counter: counter-screen for miR-21 project: firefly luciferase inhibitors or activators; P08659; purified FLuc, Km substrates, luminescence inhibition; Potency, µM (series often up to 57.5 µM), inactives show top-dose activity change, negative = inhibition, hits mostly inhibitors; hit rate 6.9% among 360,000;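 further: potency means the concentration at half of the fitted maximal effect; plate controls were vehicle for no effect and reference inhibitor for full effect; nearly all actives have a fitted effect of over 55% in size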
Target sequence (P08659 whole entry, looked up): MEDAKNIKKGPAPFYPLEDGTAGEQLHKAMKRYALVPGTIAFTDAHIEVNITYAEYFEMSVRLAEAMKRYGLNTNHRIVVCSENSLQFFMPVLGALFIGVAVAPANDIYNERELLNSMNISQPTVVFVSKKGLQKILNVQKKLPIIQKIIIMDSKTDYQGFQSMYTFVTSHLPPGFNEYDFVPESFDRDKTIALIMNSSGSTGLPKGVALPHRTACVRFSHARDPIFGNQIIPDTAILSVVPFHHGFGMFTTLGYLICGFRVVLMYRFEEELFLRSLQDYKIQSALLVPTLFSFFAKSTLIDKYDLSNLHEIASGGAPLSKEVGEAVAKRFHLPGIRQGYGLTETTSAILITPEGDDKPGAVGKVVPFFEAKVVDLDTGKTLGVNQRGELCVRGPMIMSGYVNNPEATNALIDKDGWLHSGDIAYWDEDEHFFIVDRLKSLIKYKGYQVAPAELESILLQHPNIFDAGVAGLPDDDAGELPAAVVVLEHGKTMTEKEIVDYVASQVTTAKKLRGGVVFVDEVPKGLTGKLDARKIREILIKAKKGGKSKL
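Purified P. pyralis luciferase, 10 nM final, with Km-level 10 uM D-luciferin and 10 uM ATP in 50 mM Tris acetate pH 7.5, 10 mM Mg acetate, 0.01% Tween-20, 0.05% BSA; 6-point qHTS titration about 60 µM downward; luminescence read.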
Rab9 promoter act: Rab9 promoter activation. Huh7 Rab9 promoter-luciferase reporter, luminescence, 24 h. Potency, µM (doses to about 9.22 µM), without a hit: at the top dose activation, negative = inhibition, actives largely listed as activators. hit rate 2.8% among 320,000; further: potency means the concentration at half of the fitted maximal effect; % of control where 0% means no effect; nearly all actives have a fitted effect of over 60% in size
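Cells were plated at 1500 per well in reduced-serum medium with 10% FBS and left 2 h. Compound in DMSO was then added for 24 h at 37 °C. Reporter signal was read by luminescence after 10 min with luciferase detection reagent.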
ELG1 genotoxic: inducers of genotoxicity in HEK293T ELG1-luciferase cells | HEK293T ELG1-luciferase reporter, luminescence, 16 h | Potency, µM (series often up to 46 µM), for the others: top-dose activity change, positive = activation, actives largely listed as activators | hit rate 1.3% among 330,000; further: potency means the concentration at half of the fitted maximal effect; % of control where 0% means no effect; nearly all actives have a fitted effect of over 60% in size
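Genotoxic stress is detected as increased luminescence from luciferase-tagged ELG1 in HEK293T cells, measured with ONE-Glo after a 16 hr treatment at 37 °C.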
TRPV1 agonist: activates the human vanilloid receptor TRPV1 | Q8NER1 | TRPV1-expressing cells, Fluo-8 calcium influx, agonist mode | activation, % at 8.33 µM | hit rate 0.19% among 320,000 | AID 540275; in the data active means activation above about 80%; inconclusive means between about 30% and that limit; further: 0% is about no effect
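Cells expressing TRPV1 were dye-loaded with Fluo-8 and read kinetically: 10 s baseline, 3 min after compound (agonist portion), then 2 min after EC20 capsaicin (allosteric enhancer portion). Calcium-bound dye fluorescence at 480/520 nm.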
p53 reactivator: re-activators of mutant p53; Potency, µM (top dose mostly 92.2 µM), without a hit: at the highest dose activity change, positive = activation, usual class: activators; hit rate 0.063% among 320,000; H1299 p53-A138V BP100-luciferase reporter, luminescence, 24 h; AID 504706; further: potency means the concentration at half of the fitted maximal effect; % of control where 0% means no effect; nearly all actives have a fitted effect of over 45% in size
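H1299 (p53-null), stable ts p53-A138V + BP100-Luc; 1000 cells/well, Opti-MEM/10% FBS; cpd 4 pt, 1:5; 24 h, 37 deg C, 5% CO2; detection reagent 10 min RT; luminescence.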
NPC1 promoter act: NPC1 promoter activation; Huh7 NPC1 promoter luciferase reporter, 24 h; Potency, µM (highest dose often 9.22 µM), for the others: top-dose activation, usual class: activators; hit rate 2.4% among 320,000; AID 485313;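 further: potency means the concentration at half of the fitted maximal effect; % of control where 0% means no effect; nearly all actives have a fitted effect of over 60% in size; reporter is driven by a mutant NPC1 promoter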
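Stable NPC1-promoter luciferase Huh7 line; cpd (DMSO) 24 h, 37 °C, 5% CO2; Amplite luciferase reagent 10 min RT; luminescence readout. qHTS format.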
RORg inh: ROR gamma (mouse) transcription inhibition | P51450 | Drosophila S2 Gal4-RORgamma UAS-luciferase reporter, 20 h | Potency, µM (doses to about 53.6 µM), inactives show top-dose activity change, negative = inhibition, most hits filed as inhibitors | hit rate 5.4% among 310,000 | AID 2551; further: potency means the concentration at half of the fitted maximal effect; on the % scale 0 is the no-effect control and ±100 the full control effect; nearly all actives have a fitted effect of over 60% in size
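Stably transfected Drosophila Schneider cells are the test system, with ROR gamma fused to Gal4 and luciferase under UAS control; luminescence is read after 20 hr of 700 uM copper sulfate induction at ambient temperature.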
ELG1 DNA repair: ELG1-dependent DNA repair inhibition; HEK293T ELG1-luciferase reporter, luminescence, 16 h; DNA damage induced by 5-fluorouridine; Potency, µM (titrated, usually from 46.1 µM), for inactives: at the top dose activity change, negative = inhibition, actives largely listed as inhibitors; hit rate 2.3% among 330,000; AID 504467; further: potency means the concentration at half of the fitted maximal effect; on the % scale 0 is the no-effect control and ±100 the full control effect; nearly all actives have a fitted effect of over 55% in size
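DMSO vehicle served as the neutral condition. Each well held 2,000 cells given 5-fluorouridine plus compound; after 16 hr at 37 °C/5% CO2, ONE-Glo was added and luciferase measured 30 min later.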
Gal4-VP16 FLuc: counter-screen for ROR gamma inhibitors: Gal4-VP16 reporter; Drosophila S2 Gal4-VP16 UAS-luciferase, luminescence, 20 h; Potency, µM (doses to about 53.6 µM), inactives show at the top dose activity, negative = inhibition, usual class: inhibitors; hit rate 3.5% among 310,000; AID 2546;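 further: Gal4-VP16 expression switched on by copper sulfate through the metallothionein promoter; potency means the concentration at half of the fitted maximal effect; on the % scale 0 is the no-effect control and ±100 the full control effect; nearly all actives have a fitted effect of over 50% in size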
* hit, by the source's call; ? = inconclusive; . = no result given; [ ] = dose if it differs, or a comment. Unless noted, the call rests on the fitted dose curve; in most records, active means well fitted curve in the direction sought with a large enough effect; inconclusive means small, poorly fitted or top-dose-only effect, or another doubt; inactive means no such curve, though single readings can be large; an effect the other way counts as inactive or inconclusive.

SMILES	BRCA1 expr act	Tb PFK inh	FLuc counter	Rab9 promoter act	ELG1 genotoxic	TRPV1 agonist	p53 reactivator	NPC1 promoter act	RORg inh	ELG1 DNA repair	Gal4-VP16 FLuc
CCOc1ccc(C(C(=O)NC2CCCC2)N(CCCO)C(=O)c2ccc(-c3ccccc3)[nH]2)cc1 (centres undefined)	-23%	-1%	-17%	21%	0%	4	6%	17%	31%	6%	2%
Cc1cc(/C=C(/C#N)C(=O)Nc2ccc(Cl)cc2)c(C)n1-c1cccnc1	-22%	2%	-4%	2%	5%	1	-5%	12%	44%	-5%	5%
CC(C)(C#N)Cc1cc(CC(C)(C)C#N)cc(C(C)(C)C)c1	-17%	-2%	-1%	2%	-5%	?	4%	-1%	14%	-19%	11%
Cc1cccc(NC(=O)C2C3C=CC(O3)C2C(=O)O)c1 (centres undefined)	.	5%	-2%	1%	-7%	-5	.	-1%	-26%	9%	6%
O=C(Nc1ccc(OC(F)(F)F)cc1)c1ccc2nc[nH]c2c1	-8%	-8%	?	21%	8%	?	.	20%	-1%[1.91 µM]	30%	?
CCCc1cc(=O)[nH]c(SCC(=O)N(CC)Cc2ccccc2)n1	-5%	0%	2%	6%	-2%	9	-9%	-4%	0%	-5%	4%
COc1ccc(NC(=O)c2sc(Cl)nc2-c2ccccc2)cc1	-45%	-2%	0%	17%	0%	1	4%	-1%	10%	-29%	8%
COC(=O)c1cc(S(=O)(=O)N2CCCCC2)ccc1N1CCOCC1	2%	0%	3%	-6%	1%	-1	0%	1%	.	15%	.
CCc1nnc(NC(=O)CCS(=O)(=O)c2ccccc2)s1	-19%	0%	2%	3%	.	-2	5%	9%	-12%	?	7%
CCOC(=O)c1sc(NC(=O)c2ccccc2OCC)nc1C	?	-3%	-20%	?	-1%	-8	-2%	?	-23%	5%	4%[10 µM]
O=[N+]([O-])c1ccccc1N/N=C1\CC2CC=CC12 (centres undefined)	55%	-5%	?	27%	15%	5	24%	1%	32%	?	0%
CS(=O)(=O)N(CC(=O)NCc1ccncc1)Cc1ccc(Cl)cc1	-9%	2%	-1%	-1%	-10%	0	9%	-4%	15%	-8%	-2%
O=C(CN1C(=O)NC2(CCCC2)C1=O)Nc1cc(S(=O)(=O)N2CCOCC2)ccc1OCC(F)(F)F	-15%	-3%	5%	3%	3%	0	-2%	-1%	20%	0%	0%
COCCOc1ccc(C(F)(F)F)cc1NC(=O)c1ccc(C)cc1	-45%	-1%	3%	1%	1%	10	-2%	-3%	-20%	13%	6%
O=C(C/C=N\O)Nc1ccc(Oc2ccccc2)cc1	-23%	0%	-5%	12%	1%	10	2%	-26%	12%	-8%	6%
CC(C)c1nc(C(N)=O)c2[nH]c(=O)n(-c3ccc(F)cc3)c2n1	0%	0%	0%	-1%	4%	-2	6%	2%	-8%	-4%	0%
CCOc1ccc(OCC)c(NC(=O)c2ccc(CNc3c(N4CCCC4)c(=O)c3=O)cc2)c1	-3%	1%	-2%	-12%	1%	2	-1%	-8%	-9%	-17%	-7%
Cc1ccc(S(=O)(=O)/C(C#N)=C/c2c(N3CCN(C)CC3)nc3ccccn3c2=O)cc1	-1%	3%	-1%	-6%	0%	4	0%	-1%	0%[10 µM]	8%	7%
Cc1ccccc1-c1nc2cc(N)ccc2o1	?	-6%	2.4µM*	0.35µM*	?	1	32%	0.89µM*	-26%	?	2%
COC(=O)[C@H](Cc1c[nH]c2ccccc12)NC(=O)NCc1ccccc1	-9%	-1%	-17%	4%	0%	-3	-1%	0%	11%	5%	1%

Taken from above:
TRPV1 agonist with `Cc1cc(/C=C(/C#N)C(=O)Nc2ccc(Cl)cc2)c(C)n1-c1cccnc1` : 1
RORg inh with `CCOC(=O)c1sc(NC(=O)c2ccccc2OCC)nc1C` : -23%

(continued)
SMILES	BRCA1 expr act	Tb PFK inh	FLuc counter	Rab9 promoter act	ELG1 genotoxic	TRPV1 agonist	p53 reactivator	NPC1 promoter act	RORg inh	ELG1 DNA repair	Gal4-VP16 FLuc
CCCc1cc(=O)[nH]c2nnc(SCC(=O)Nc3nnc(CC)s3)n12	23%	2%	2%	-1%	3%	-8	-9%	2%	.	8%	.
COc1cc(C(=O)Oc2cc(C)cc(C)c2)cc(OC)c1OC	-11%	-1%	6%	-4%	1%	16	-1%	-4%	-25%	0%	-2%
CC1CCCCC1NC(=O)COC(=O)/C=C/c1ccco1 (centres undefined)	-1%	-3%	-1%	-1%	0%	5	11%	1%	.	18%	.
CCOC(=O)C1=C(C)C(c2ccc(OC)cc2OC)NC(=O)N1 (centres undefined)	4%	-1%	1%	10%	-2%	-1	-6%	-5%	-10%	-2%	4%
Cc1cc(CCN2CCC(=O)NC2=S)ccc1OC(C)C	4%	1%	-13%	-2%	-1%	?	5%	0%	40%	-2%	10%
COc1ccccc1CNn1c(-c2cccc(C)c2)nc2ccccc2c1=O	-2%	2%	5%	-3%	-13%	2	0%	0%	?	?	-8%
CC(C)N1C(=O)CCC1C(=O)N1CCCc2ccccc21 (centres undefined)	-9%	1%	-1%	6%	2%	-2	-17%	0%	-21%	21%	-4%
COC(=O)Cc1ccc(N(Cc2ccccc2F)S(=O)(=O)c2ccc(C)cc2)cc1	-1%	-3%	-1%	-13%	0%	8	1%	1%	?	1%	?
COc1ccc(CC(=O)NCc2nnc(SCc3ccc([N+](=O)[O-])cc3)n2C)cc1	2%	-4%	-3%	-5%	-6%	0	7%	-4%	-1%	-7%	-2%
O=C(CSc1n[nH]c(=O)n1C1CC1)Nc1ccc(F)c([N+](=O)[O-])c1	-21%	0%	-1%	-2%	-2%	-2	13%	1%	.	16%	.
O=C1N=C(N2CCN(c3ccccc3)CC2)S/C1=C/c1ccco1	21%	-1%	?	-2%	0%	18	-2%	-5%	36%	-23%	-1%
CCCCOc1ccc(CN2CCCCC2)cc1	36%	-5%	-9%	2%	0%	-3	7%	-1%	-19%	29%	-16%
Cc1ccc(S(=O)(=O)Nc2nc3ccccc3nc2N2CCN(c3ccccc3F)CC2)cc1	-27%	-1%	0%	-2%	-6%	15	3%	-2%	6%	-2%	8%
COc1ccccc1N/C=C1/Sc2cc(Cl)ccc2NC1=O	.	-7%	0%	-10%	2%	4	-2%	1%	2%	10%	-21%
CNC(=S)N/N=C/c1cn(Cc2c(F)cccc2Cl)c2ccccc12	-86%	10%	?	-5%	2%	-2	8%	-5%	0.45µM*	?	5µM*
CC[C@@H](C)[C@H](NC(=O)Cc1c(C)c2cc3c(C)c(C)oc3c(C)c2oc1=O)C(=O)O	6%	6%	?	-5%	3%	6	-4%	0%	17%	20%	0%
N#Cc1c(NC(=O)CCCC(=O)O)sc2c1CCCCC2	-47%	4%	2.1µM*	?	?	-7	14%	?	-27%	?	?
COc1ccc(NC(=O)N2CCCCC2c2cccnc2)cc1 (centres undefined)	45%	-1%	-5%	-2%	1%	3	11%	-1%	30%	13%	12%
CCOC(=O)N1CCC(Nc2c(-c3ccc(C)c(C)c3)c(=O)c2=O)CC1	-24%	7%	4%	-4%	0%	2	-8%	0%	-18%	?	-7%
Cc1cccc(S(=O)(=O)N2CN(Cc3ccco3)c3nc4ccccc4nc32)c1	-2%	0%	0%	-6%	-3%	1	9%	-4%	?	7%	6%
COc1ccc(N2CCN(C(=O)COC(=O)c3ccc(CSC)o3)CC2)cc1	9%	6%	3%	0%	1%	-1	-3%	0%	.	-16%	.
CC(O/N=C/c1ccc(OC(F)F)cc1)C(=O)Nc1cccc(S(=O)(=O)N2CCOCC2)c1 (centres undefined)	-20%	0%	-17%	-4%	-1%	21	1%	-3%	?	?	-2%
NS(=O)(=O)c1ccc(NC(=O)c2cccc3ccccc23)cc1	30%	1%	-11%	2%	-1%	20	.	0%	0%	-3%	12%
O=C(O)c1cc(NCc2cccs2)ccc1N1CCOCC1	16%	3%	1%	15%	0%	-1	15%	5%	32%	9%	-1%
CCOC(=O)/C(C#N)=C/Nc1cc(C(C)(C)C)sc1C(C)=O	-42%	-4%	-1%	-6%	4%	1	-2%	-3%	5%	5%	20%
O=C(NCCSCc1ccccc1)c1ccc(F)cc1	12%	-1%	-14%	1%	1%	81*	-2%	-1%	24%	5%	-5%
O=C(NC(=S)Nc1ccc2c(c1)OCCO2)c1ccc(F)cc1Cl	?	0%	13µM*	27%	?	3	?	25%	11µM*	?	?
C=CC[C@@H](CC(=O)N(CCO)Cc1ccccc1)C(=O)N[C@H](COC(=O)[C@@H](CC=C)Cc1ccc(F)cc1)C(C)(C)C	-49%	2%	.	.	-10%	.	2%	.	.	?	.
O=C(COC(=O)/C=C/c1ccc(Cl)cc1)NC(=O)NCc1ccccc1	2%	2%	.	-9%	1%	-1	5%	0%	.	?	.

Screens as filed in PubChem.
